# TAAR1 antagonist: human TAAR1 antagonists, primary screen, Fluo-8 calcium fluorescence, CHO RD-HGA16 cells; inhibition, % at 3 µM; antagonist; 360,000 compounds, 1.5% hits;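 active = inhibition above a per-plate cutoff, the mean inhibition of test compounds on that plate plus 3 SD, cut at about 49% in these data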;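 also: 0% = DMSO plus EC80 beta-PEA response and 100% = DMSO alone without agonist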
# Target sequence (Q96RJ0 whole entry, looked up): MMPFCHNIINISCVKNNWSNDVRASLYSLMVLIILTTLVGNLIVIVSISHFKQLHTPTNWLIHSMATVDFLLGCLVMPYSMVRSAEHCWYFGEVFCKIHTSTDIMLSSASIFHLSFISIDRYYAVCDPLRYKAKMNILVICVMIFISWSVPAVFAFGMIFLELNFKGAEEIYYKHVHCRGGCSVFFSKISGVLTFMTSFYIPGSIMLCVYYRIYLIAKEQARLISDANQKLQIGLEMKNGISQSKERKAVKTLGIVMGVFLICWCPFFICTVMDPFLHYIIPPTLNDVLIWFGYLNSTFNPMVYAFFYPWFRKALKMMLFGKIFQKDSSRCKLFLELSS
#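 Assay system: RD-HGA16 CHO cells with stable hTAAR1 and Gα16 / Reagent: EC80 β-phenethylamine stimulus / Doses: 3 µM, single point / Timing: dye loading 75 min at 37 °C, then 30 min room temperature / Measured by: Fluo-8 intracellular calcium dye fluorescence, real-time kinetic reads / Controls: vehicle wells and EC80 agonist wells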
# M1 ag parental: counter-screen for M1 agonists: effect in parental CHO-K1 cells. Fluo-8 calcium fluorescence; scaled to maximal ATP response, vehicle zero. activation, % at 3 µM. 360,000 compounds, 0.48% hits; in the data active = activation above about 15%;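 also: untransfected CHO-K1 host cells lacking M1 receptor as counterscreen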
# CHO parental Ca: ATP-evoked calcium signal inhibitors, parental CHO, primary screen, counter-screen for OX1R antagonist project, cell-based, fluorescence, Fluo-8 calcium dye; inhibition, % at 5.6 µM; AID 463079, 2010; 330,000 compounds, 0.63% hits; parental CHO-K1, ATP-induced calcium, Fluo-8 fluorescence;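 active = inhibition above that plate's mean sample inhibition plus 3 SD, cut at about 26% in these data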;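 also: 0% = ATP-challenged DMSO wells and 100% = DMSO wells without ATP; some compounds past the cut are filed as inactive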
#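 Material: parental CHO cells / Compound: single nominal dose of 5.6 µM per compound / Signal: Fluo-8 fluorescence / Replicates: singlicate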
# CHO-K1 Ca antag: counter-screen for M1 antagonists: effect in parental CHO-K1 cells; 360,000 compounds, 0.6% hits; inhibition, % at 3 µM; ATP-induced calcium, Fluo-8 fluorescence;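 active = inhibition above a per-plate cutoff, the plate's mean sample inhibition plus 3 SD, cut at about 24% in these data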;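 also: 0% = DMSO plus EC80 ATP and 100% = DMSO alone without ATP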
# TAAR1 agonist: human TAAR1 agonists, primary screen, Fluo-8 calcium fluorescence, CHO RD-HGA16 cells. vehicle wells 0%, saturating PEA agonist 100%. activation, % at 3 µM. 360,000 compounds, 0.99% hits. AID 624467, 2012;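 active = activation above the mean activation of all test compounds in the run plus 3 SD, cut at about 38% in these data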
#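 Test system: RD-HGA16 (CHO) cells co-expressing Gα16 and hTAAR1 / Benchmarks: DMSO vehicle as 0%, PEA at EC100 as 100% / Repeats: no replicates (n 1) / Measure: % activation from peak over basal fluorescence ratio, DMSO-to-PEA scaled / Timing: 17-24 h plating, Fluo-8 75 min 37 °C, 30 min RT / Technique: kinetic Fluo-8 calcium fluorescence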
# M1 PAM parental: nonselective calcium activators in parental CHO-K1 cells, primary screen, counter-screen for M1 PAM project, cell-based, Fluo-8 calcium fluorescence, full deck, 1536-well | AID 602247, 2012 | ATP EC20; 0% at ATP EC20, 100% at ATP max | 360,000 compounds, 0.02% hits | activation, % at 3 µM;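 active = activation above the run cutoff, the mean activation of all test compounds plus 3 SD, cut at about 40% in these data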;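 also: peak over basal fluorescence ratio in a 140 s read after ATP addition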
# V1aR counter: agonists of human V1a receptor, primary screen, counter-screen for OXTR agonist project, fluorescence, CHO-V1R cells | Fluo-8 calcium fluorescence, agonist mode; 0% DMSO, 100% 3 nM vasopressin | activation, % at 3 µM | 320,000 compounds, 0.25% hits;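 active = activation above the mean activation of all tested compounds plus 3 SD, per screening run, cut at about 20% in these data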;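 also: signal is peak over basal fluorescence ratio across a 100 second FLIPR read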
# M1 ag: human M1 muscarinic receptor agonists, primary screen, Fluo-8 calcium fluorescence, CHO-K1 cells, HTS. 360,000 compounds, 0.33% hits. activation, % at 3 µM. AID 588814, 2011. CHO-K1 hM1, agonist mode; 0% DMSO, 100% acetylcholine EC100. Muscarinic acetylcholine receptor M1 (Homo sapiens), P11229;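 active = activation above the run's mean compound activation plus 3 SD, cut at about 16% in these data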;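 also: peak over basal fluorescence ratio within a 140 s kinetic read after compound addition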
# Target sequence (P11229 whole entry, looked up): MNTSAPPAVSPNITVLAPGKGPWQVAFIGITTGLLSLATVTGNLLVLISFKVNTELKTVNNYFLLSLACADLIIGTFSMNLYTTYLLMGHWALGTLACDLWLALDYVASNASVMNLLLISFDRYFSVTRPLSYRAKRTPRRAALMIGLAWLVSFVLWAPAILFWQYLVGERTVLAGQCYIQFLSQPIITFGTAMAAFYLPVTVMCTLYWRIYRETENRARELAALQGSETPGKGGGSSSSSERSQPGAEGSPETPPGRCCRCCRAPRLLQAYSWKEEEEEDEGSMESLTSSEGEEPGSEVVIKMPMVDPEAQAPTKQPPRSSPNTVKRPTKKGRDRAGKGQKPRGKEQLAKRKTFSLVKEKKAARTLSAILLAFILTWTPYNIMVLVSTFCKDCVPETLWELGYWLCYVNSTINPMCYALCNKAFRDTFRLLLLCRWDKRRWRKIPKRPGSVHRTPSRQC
# OXTR potentiator: human OXTR potentiators, primary screen, fluorescence, CHO-OTR cells, Fluo-8 calcium; Oxytocin receptor (Homo sapiens), P30559; Fluo-8 calcium fluorescence, potentiator mode; 0% = oxytocin EC15, 100% = EC100; activation, % at 3 µM; 320,000 compounds, 0.061% hits; AID 2445, 2010;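 active = activation above that plate's cutoff, the mean activation of tested compounds plus 3 SD, cut at about 6.6% in these data, passing the limit was not always enough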;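 also: 100% uses oxytocin at 75 nM as the full agonist control; some results filed as inactive read as strong as hits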
#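 Dosing: Single dose, 3.0 µM nominal final compound concentration | Material: Human OTR in CHO cells | Technique: Kinetic Fluo-8 calcium fluorescence | Benchmarks: EC15 oxytocin alone as 0%, 75 nM oxytocin as 100% | Probe or stimulus: Oxytocin at about EC15, sub-maximal agonist stimulus | Incubation: Compound 6 min at room temperature before oxytocin, 100 s read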
# * marks the source's active call; other numbers are inactive results; . = no result given.
SMILES,TAAR1 antagonist,M1 ag parental,CHO parental Ca,CHO-K1 Ca antag,TAAR1 agonist,M1 PAM parental,V1aR counter,M1 ag,OXTR potentiator
O=C(NC1CC1)C1CCC(=O)N1C1CCCC1 (stereo unspecified),4,0.9,1,0,9,8,0.6,-4,-10
CCC/C=C/c1ccc(CN2C(C(C)C)C(=O)N(Cc3cn(Cc4ccco4)nn3)CCS2(=O)=O)cc1 (stereo unspecified),-28,-0.1,.,3,3,16,.,-1,.
Cc1ccc(CSc2nnc(SCC(=O)N/N=C/c3ccc(C(=O)O)cc3)s2)cc1,-10,0.5,1,-2,1,1,0.1,-4,-17
CS(=O)(=O)c1ccc(Cl)c(NC(=O)COC(=O)CCN2C(=O)C3CC=CCC3C2=O)c1 (stereo unspecified),-8,0.3,.,2,2,-18,.,-3,.
Cc1ccc2nc(N3CCC(C(=O)O)CC3)nc(-c3ccccc3)c2c1,-5,-0.2,-1,0,9,16,4.6,-6,-6
NNc1nc(-c2ccccc2)c2cc(Br)ccc2n1,-20,-0.1,-6,7,9,3,-0.4,-4,-11
CCOC(=O)C1(CC2CC2)CCN(Cc2ccc(OC)cc2F)CC1,-19,2.5,-13,13,1,-12,2.1,-9,-6
COC(=O)c1ccc(C(=O)OC)c(NC(=O)COC(=O)CCOc2ccc(C)cc2)c1,-8,0.6,-25,-11,1,3,0.6,0,-2
COc1ccc(/C=N/NC(=O)CSCC(=O)Nc2ccccc2)cc1OC,14,1.3,-3,-10,1,9,-0.6,-5,0
CCOCCCNCC(=O)Nc1ccc(OC(F)(F)F)cc1,11,0.8,2,-4,6,20,0.7,-1,-12
CC(C)(C)N(NC(=O)OCc1ccccc1)C(=O)c1ccccc1,-17,14,-8,0,1,20,-0.2,-9,-5
COc1ccccc1C(=O)NC(=O)COC(=O)CCOc1ccc(C)cc1,-47,0.3,-1,-1,-2,18,0.3,-6,1
O=[N+]([O-])c1ccc(-c2csc(N/N=C/c3cccnc3)n2)cc1,13,1.2,-2,-4,1,-8,-0.1,-6,-8
O=C(Cc1ccccc1)N/N=C/c1cccc([N+](=O)[O-])c1,16,1.4,-9,12,4,-7,1.5,-5,-4
CC(=O)Nc1ccc(S(=O)(=O)NCC(=O)OCC(=O)NC(=O)C2CCCCC2)cc1,-15,1.5,-2,0,3,22,0.3,-7,-6
COCCN(C(=O)CSc1nc2ccc(C)cc2[nH]1)c1c(N)n(Cc2ccccc2)c(=O)[nH]c1=O,-5,-0.1,-17,5,1,-4,-0.2,-5,5
COc1ccc(CNC(=O)c2cc(-n3cnnc3)ccc2Cl)cc1,-10,1.2,6,5,5,-9,-0.1,-4,-10
CCOc1cc(N2CCOCC2)c(OCC)cc1NC(=O)c1ccccc1,11,1.2,8,-13,1,5,0.2,-5,-4
Fc1ccc(NC(=S)NCCc2ccccn2)cc1,6,0.8,3,-1,32,18,0.9,-4,0
Cc1onc(-c2ccccc2Cl)c1C(=O)Nc1ccc(Cl)cn1,-26,2.4,-30,-4,-2,1,-1.8,-6,1
O=c1c2c(ncn2C2CCCC2)n(Cc2ccccc2)c(=O)n1CCOc1ccccc1,-2,1.3,-13,-10,0,24,-1.1,-10,-4
c1ccc(CNc2ncnc3nc[nH]c23)nc1,-23,0.5,7,-3,10,14,0.2,0,-3
COc1cc(OC)cc(C(=O)NC(C(=O)N2CCC2)C(C)C)c1 (stereo unspecified),-4,-0.4,-7,-12,1,12,0.5,-2,-4
COC(=O)c1sccc1NC(=O)CSCCc1ccccn1,-1,1.8,-11,-5,-2,10,-0.1,-3,-7
COc1cccc(C2C(C#N)=C(N)Oc3cc(N)ccc32)c1OC (stereo unspecified),3,0.4,-8,-6,1,10,0.3,-4,-5
COc1ccc(S(=O)(=O)N2CCCCC2c2cc(C(=O)Nc3ccc4c(c3)OCO4)no2)cc1 (stereo unspecified),16,0.6,.,-4,-2,-7,.,5,.
COc1ccc(CNC(=O)COC(=O)c2[nH]c(C)c(C(C)=O)c2C)cc1OC,2,0.6,-15,-14,6,10,0.3,0,-2
CC(NC(=O)c1ccccc1N)c1ccccc1 (stereo unspecified),-27,0.8,-18,-12,3,21,-0.4,-2,-6
Clc1ccc2nc(N3CCNCC3)nc(-c3ccccc3)c2c1,-5,0.5,-3,-2,57*,17,0.3,-1,-4
CCOc1ccc(S(=O)(=O)NCCC(=O)Nc2nnc(C)s2)cc1,-26,-0.4,-13,10,1,-14,0.5,0,-9

# Records listed above marked active in TAAR1 agonist:
SMILES | TAAR1 antagonist | TAAR1 agonist | OXTR potentiator
Clc1ccc2nc(N3CCNCC3)nc(-c3ccccc3)c2c1 | -5 | 57* | -4

# (listing goes on)
SMILES,TAAR1 antagonist,M1 ag parental,CHO parental Ca,CHO-K1 Ca antag,TAAR1 agonist,M1 PAM parental,V1aR counter,M1 ag,OXTR potentiator
Cc1nn(-c2ccccc2)c(C)c1/C=N/NC(=O)c1cccs1,-23,1.5,-27,-12,6,20,1.6,0,-8
CC(=O)OC(C)C[N+](C)(C)C (stereo unspecified),-10,1.0,8,-10,1,13,0.7,115*,-2
CCOC(=O)NC(=O)CSc1ccc(S(=O)(=O)N(C)C2CCCCC2)cn1,-35,-0.9,-16,-8,7,12,-0.6,-1,-4
COc1cccc(CN(C)CC2CCCN(CCc3ccccc3C)C2)c1 (stereo unspecified),-4,0.8,-8,3,1,14,1.2,-9,-6
O=C(Cc1ccccc1)Nc1ccccc1Oc1ccccc1,-5,0.1,-2,-9,-2,13,-1.3,-7,-2
CCCc1nc2c(sc3nc4c(cc32)COC(C)(C)C4)c(=O)n1CCN(C)C,15,1.4,-16,-10,3,17,1.2,-4,-5
O=C(CC1C(=O)NCCN1CCCc1ccccc1)NCCc1ccccc1F (stereo unspecified),44,2.9,-30,-17,75*,20,1.1,-2,-8
CCc1nnc(NC(=O)C2(C)COC(c3ccccc3)OC2)s1 (stereo unspecified),-19,0.1,-16,7,0,-1,-0.3,-3,0
N#Cc1cc2[nH]c3ccccc3c2[n+](-c2ccc([N+](=O)[O-])cc2)c1N,-25,0.7,-5,-8,1,9,0.0,-6,-8
COC(=O)c1ccc(NC(=O)COc2ccc(S(=O)(=O)NC(C)C)cc2)cc1,1,4.4,-8,-16,3,-5,7.1,-2,-6
COc1ccc(C(=O)COC(=O)CCN=C2NS(=O)(=O)c3ccccc32)cc1OC,9,1.2,-2,-10,7,9,-0.4,-3,0
CC(c1nnnn1C(C)(C)C)N(Cc1cccnc1)Cc1ccccc1Cl (stereo unspecified),-8,0.7,-22,0,8,21,-0.8,-7,-1
CNc1cncc(-c2cccc(OC)c2F)n1,-1,0.1,.,-19,-2,27,.,-6,.
CCN(CC)C(=O)n1cnc(-c2ccccc2)c1-c1ccccc1,11,1.4,-7,8,-1,21,0.0,-9,-4
O=C(CSc1nc2ccccc2c(=O)n1NC(=O)Cc1ccccc1)NCc1ccccc1Cl,32,2.2,-17,-5,9,14,-0.2,-4,-2
O=C(N/N=C/c1ccc(F)cc1)c1c(O)c2ccccc2[nH]c1=O,-6,1.1,-7,-13,6,31,0.8,-5,0
COCCC(=O)N1CCC(n2nccc2NC(=O)CCc2ccccc2)CC1,-6,0.7,-5,1,0,-3,1.1,1,-1
COc1ccc(CC(=O)OCC(=O)c2ccc(F)cc2)cc1,-12,0.6,-9,-4,3,27,-0.4,-1,-4
Cc1cc(C(=O)COC(=O)c2cc(Cl)ccc2N)c(C)n1Cc1ccco1,-1,-0.8,-5,-15,0,19,3.0,5,1
CN(c1ccccc1)S(=O)(=O)c1ccc(C(=O)Nc2nnc(C3CC3)o2)cc1,3,0.8,-14,-8,3,7,-0.3,-5,0
Cc1c(C(=O)O)cnc2c([N+](=O)[O-])cnn12,5,1.1,-10,1,-1,15,0.0,-3,-6
O=C1/C(=C/c2ccncc2)SC(=S)N1Cc1ccccc1,2,1.7,-9,8,1,-20,2.2,4,-10
CCCOc1ccc(C(=O)Nc2c[nH]c(=O)[nH]c2=O)cc1,-3,0.2,-7,-9,0,12,-1.5,-4,-2
CN(C)CCCN(C(=O)COc1ccc(Cl)cc1)c1nc2cc3c(cc2s1)OCCO3,8,1.8,-13,2,23,6,1.0,-2,-3
Cc1ccc(N(CC(=O)N/N=C/c2ccc(OC3CSC3)cc2)S(=O)(=O)c2ccccc2)cc1,-20,0.1,-11,-12,1,12,-0.2,-6,-2
Cc1ccc(CN2C(=O)CCC2C(=O)NCCCN2CCCCC2C)cc1 (stereo unspecified),2,0.5,-11,-8,6,18,0.9,-6,-5
Cc1ccc2[nH]c(-c3ccccc3)cc(=O)c2c1,-5,0.6,-12,-9,3,-6,2.0,-4,-6
O=C(CCN1CCN(c2ccccc2F)CC1)Nc1ccc2c(c1)OCO2,-1,0.5,-14,0,6,-8,0.7,-11,-4
Cc1cccc(NC(=S)NC2CC3C=CC2C3)c1 (stereo unspecified),5,6.0,4,-16,2,22,-0.8,-3,-3
Cc1ccc(NC(=O)C2CCN(S(=O)(=O)c3ccccc3)CC2)cc1,-4,6.1,1,-8,3,-11,8.1,-3,-8
Brc1ccc(C2=NC(Cc3ccccc3)CO2)cc1 (stereo unspecified),15,0.1,-22,9,0,-20,1.2,-5,-2
COc1ccc(-n2c(=O)c(CCC(=O)N3CCN(c4cccc(OC)c4)CC3)nc3ccccc32)cc1,-12,0.5,.,-23,1,9,.,1,.
Cc1cccc(NC(=O)C2C3CCCCC32)c1 (stereo unspecified),-8,-0.1,.,5,6,-4,.,-6,.
CCc1cc(=O)oc2cc(C)cc(OCC(=O)C(C)(C)C)c12,-2,-0.1,-21,-4,16,-5,-1.1,-4,4

# 2 compounds picked at random from the list so far:
SMILES,TAAR1 antagonist,M1 ag parental,CHO parental Ca,CHO-K1 Ca antag,TAAR1 agonist,M1 PAM parental,V1aR counter,M1 ag,OXTR potentiator
Brc1ccc(C2=NC(Cc3ccccc3)CO2)cc1 (stereo unspecified),15,0.1,-22,9,0,-20,1.2,-5,-2
COc1ccc(-n2c(=O)c(CCC(=O)N3CCN(c4cccc(OC)c4)CC3)nc3ccccc32)cc1,-12,0.5,.,-23,1,9,.,1,.

# Screening results deposited in PubChem BioAssay by The Scripps Research Institute Molecular Screening Center.

# This is a random part of the collection (roughly 3.3% active in at least one column).
